# High-throughput results: PubChem BioAssay, Broad Institute
# IDH1 R132H inh = inhibitors of IDH1 R132H reductase, primary screen, biochemical, plate reader, single point; diaphorase/resazurin fluorescence, 60 min; inhibition, % at 10 µM; AID 624101, 2012; Isocitrate dehydrogenase [NADP] cytoplasmic (Homo sapiens), O75874; hit rate 0.18% among 70,000; in the data active = inhibition above about 34%;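 also: 0% = DMSO and 100% = no enzyme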
# Target sequence (O75874 whole entry R132H): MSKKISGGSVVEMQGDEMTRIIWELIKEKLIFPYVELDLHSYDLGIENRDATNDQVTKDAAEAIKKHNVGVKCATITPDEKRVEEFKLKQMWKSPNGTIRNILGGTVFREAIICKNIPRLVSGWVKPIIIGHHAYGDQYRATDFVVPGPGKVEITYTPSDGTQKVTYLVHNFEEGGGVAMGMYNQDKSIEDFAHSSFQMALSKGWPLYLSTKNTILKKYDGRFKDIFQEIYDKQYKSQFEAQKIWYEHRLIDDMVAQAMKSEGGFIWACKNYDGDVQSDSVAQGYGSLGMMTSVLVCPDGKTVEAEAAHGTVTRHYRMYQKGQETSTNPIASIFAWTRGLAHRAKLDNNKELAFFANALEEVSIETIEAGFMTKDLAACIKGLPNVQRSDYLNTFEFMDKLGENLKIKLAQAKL
# EZH2 inh = EZH2/PRC2 methyltransferase inhibitors, primary screen, biochemical, DELFIA time-resolved fluorescence, single point; Histone-lysine N-methyltransferase EZH2 (Homo sapiens), Q15910; PRC2 H3K27 methylation, DELFIA TRF, 1 h; inhibition, % at 12.5 µM; hit rate 0.35% among 57,000; AID 651548, 2012;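 active = mean inhibition of replicates at least 50% and every single replicate also reaching 50%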;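 also: dimethyl H3K27 on biotinylated H3 21-44 peptide detected by antibody; plate controls were median neutral control wells for no effect and median positive control wells for full effect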
# An asterisk follows results filed as active; · = no result given. Only part of the results is shown, so the mix of outcomes need not match the whole.
# Preview, 2 compounds:
SMILES,IDH1 R132H inh,EZH2 inh
C[C@H](CO)N1C[C@H](C)[C@H](CN(C)Cc2ccc(-c3ccccc3)cc2)Oc2ccc(NS(=O)(=O)c3ccccc3)cc2C1=O,0.2,·
C[C@H](CO)N1C[C@H](C)[C@H](CN(C)S(=O)(=O)c2cccc(F)c2)Oc2cc(Br)ccc2S1(=O)=O,·,16

# Results, from the first entry:
SMILES,IDH1 R132H inh,EZH2 inh
C[C@H](CO)N1C[C@H](C)[C@H](CN(C)Cc2ccc(-c3ccccc3)cc2)Oc2ccc(NS(=O)(=O)c3ccccc3)cc2C1=O,0.2,·
C[C@H](CO)N1C[C@H](C)[C@H](CN(C)S(=O)(=O)c2cccc(F)c2)Oc2cc(Br)ccc2S1(=O)=O,·,16
COc1ccc(NC(=O)Nc2ccc3c(c2)C(=O)N([C@H](C)CO)C[C@H](C)[C@@H](CN(C)Cc2ccc4c(c2)OCO4)OCCCC[C@@H](C)O3)cc1,-2.2,·
CC(C)NC(=O)N(C)C[C@H]1Oc2c(NC(=O)c3cnccn3)cccc2C(=O)N([C@H](C)CO)C[C@@H]1C,-2.7,·
COc1ccc(NC(=O)Nc2ccc3c(c2)CC(=O)N([C@@H](C)CO)C[C@H](C)[C@@H](CN(C)CC2CCCCC2)O3)cc1,0.1,-30
COC(=O)c1c(NC(=O)CC2Sc3ccccc3NC2=O)sc(C)c1C (stereo unspecified),0.6,·
C[C@@H]1CN([C@H](C)CO)C(=O)c2cc(C#C[C@@H](C)O)cnc2O[C@H]1CN(C)Cc1cncnc1,0.9,11
C[C@@H]1CN([C@H](C)CO)C(=O)c2cc(NC(=O)Cc3ccccc3)ccc2O[C@H]1CN(C)C(=O)Nc1cccc2ccccc12,-0.6,15
COc1ccc(NC(=O)c2ccccc2OCC(=O)Nc2ccccc2C(F)(F)F)c(C)c1,0.0,9
C[C@H]1CN([C@@H](C)CO)C(=O)c2cc(N(C)C)ccc2O[C@H]1CN(C)S(=O)(=O)c1ccccc1,-1.2,-7
CCC(=O)Nc1ccc2c(c1)OC[C@@H](C)N(C(=O)CN(C)C)C[C@H](C)[C@@H](OC)CN(C)C2=O,0.4,3
COc1ccc(Cl)c(Cn2c(NCC3CCCO3)nc3c2c(=O)n(C)c(=O)n3C)c1 (stereo unspecified),0.3,7
COc1ccc(S(=O)(=O)Nc2ccc3c(c2)CC(=O)N([C@H](C)CO)C[C@H](C)[C@@H](CN(C)C(=O)Nc2ccc(F)cc2)O3)cc1,-9.1,·
O=C(C[C@@H]1C=C[C@H](NS(=O)(=O)c2ccccc2)[C@H](CO)O1)NCCN1CCCCC1,-0.3,0
C[C@@H]1CN([C@H](C)CO)C(=O)c2cc(NS(=O)(=O)c3cccs3)ccc2O[C@@H](C)CCCCO[C@H]1CN(C)Cc1ccccc1,1.7,·
O=C1C(=O)C(C2CCC(c3ccc(Cl)cc3)CC2)C(=O)c2ccccc21 (stereo unspecified),1.0,·
CC1(C)Cc2ccccc2-c2nc(NCCCO)n(-c3ccccc3)c(=O)c21,0.0,·
COc1cccc(C(=O)Nc2ccc3c(c2)OC[C@@H](C)N(C(C)=O)C[C@@H](C)[C@H](OC)CN(C)C3=O)c1,-0.1,-5
O=C(N[C@H]1CC[C@@H](CCNC(=O)C2CCOCC2)O[C@@H]1CO)c1ccccn1,0.2,-5
COc1ccc(C(=O)CSc2nc(C)cc(=O)[nH]2)cc1C,0.2,1
Cc1ccc(S(=O)(=O)Nc2ccc3c(c2)C(=O)N([C@H](C)CO)C[C@H](C)[C@H](CN(C)Cc2ccc(Cl)c(Cl)c2)O3)cc1,0.4,·
COc1ccccc1-c1cc(C(F)(F)F)nc(S(=O)(=O)CCCC(=O)N2CCOCC2)n1,0.5,-7
CN(C)CCNc1nc2c(c(=O)n(C)c(=O)n2C)n1Cc1c(F)cccc1Cl,-0.1,20
CCCN(C)C[C@@H]1OCCCC[C@@H](C)Oc2ccc(NS(=O)(=O)c3ccccc3)cc2C(=O)N([C@H](C)CO)C[C@@H]1C,2.4,0
C[C@@H]1CN([C@@H](C)CO)C(=O)Cc2cc(NS(=O)(=O)c3cn(C)cn3)ccc2O[C@@H]1CN(C)C,·,8
C[C@H](CO)N1C[C@H](C)[C@H](CN(C)C)OCCCC[C@H](C)Oc2ccc(NS(=O)(=O)c3cn(C)cn3)cc2C1=O,0.8,-4
C/C=C/c1cnc2c(c1)C(=O)N([C@H](C)CO)C[C@@H](C)[C@@H](CN(C)CC1CCOCC1)O2,-0.1,·
CO[C@H]1CN(C)C(=O)c2ccc(NC(=O)C3CC3)cc2OC[C@@H](C)N(CCc2ccccc2)C[C@H]1C,-0.1,-4
Cc1ccc(-c2ccc3c(c2)O[C@H](CN(C)C(=O)C2CC2)[C@@H](C)CN([C@@H](C)CO)S3(=O)=O)cc1,-0.4,-6
C[C@@H]1CN([C@H](C)CO)C(=O)c2cccc(NC(=O)c3cnccn3)c2O[C@@H]1CN(C)C(=O)Nc1ccc(C(F)(F)F)cc1,·,5

# Single records, as listed above. Order of values: IDH1 R132H inh	EZH2 inh
# Profile of C[C@H](CO)N1C[C@H](C)[C@H](CN(C)Cc2ccc(-c3ccccc3)cc2)Oc2ccc(NS(=O)(=O)c3ccccc3)cc2C1=O : 0.2	·
# Profile of COc1cccc(C(=O)Nc2ccc3c(c2)OC[C@@H](C)N(C(C)=O)C[C@@H](C)[C@H](OC)CN(C)C3=O)c1 : -0.1	-5
# Profile of C[C@@H]1CN([C@H](C)CO)C(=O)c2cc(NC(=O)Cc3ccccc3)ccc2O[C@H]1CN(C)C(=O)Nc1cccc2ccccc12 : -0.6	15
# Profile of Cc1ccc(S(=O)(=O)Nc2ccc3c(c2)C(=O)N([C@H](C)CO)C[C@H](C)[C@H](CN(C)Cc2ccc(Cl)c(Cl)c2)O3)cc1 : 0.4	·
# Profile of CCC(=O)Nc1ccc2c(c1)OC[C@@H](C)N(C(=O)CN(C)C)C[C@H](C)[C@@H](OC)CN(C)C2=O : 0.4	3

# Next section
SMILES,IDH1 R132H inh,EZH2 inh
CO[C@H]1CN(C)C(=O)c2ccc(NC(=O)C3CC3)cc2OC[C@H](C)N(C(=O)C2CCOCC2)C[C@H]1C,0.3,3
C[C@@H]1CN([C@H](C)CO)C(=O)c2cccc(NC(=O)c3ccncc3)c2O[C@@H]1CN(C)S(=O)(=O)c1cn(C)cn1,1.0,·
Cc1noc(C)c1S(=O)(=O)N(C)C[C@@H]1OCCCC[C@H](C)Oc2ccc(NS(=O)(=O)c3cccs3)cc2C(=O)N([C@H](C)CO)C[C@H]1C,-0.2,·
C[C@@H]1CN([C@H](C)CO)C(=O)Cc2cc(NC(=O)CCN3CCOCC3)ccc2O[C@H]1CN(C)C(=O)Nc1ccccc1,0.7,12
C[C@H](CO)N1C[C@H](C)[C@H](CN(C)Cc2ccccc2)Oc2ccc(NC(=O)Nc3ccc(C(F)(F)F)cc3)cc2C1=O,0.0,-10
C[C@H]1CN([C@@H](C)CO)S(=O)(=O)c2ccc(-c3ccccc3)cc2O[C@@H]1CN(C)S(C)(=O)=O,1.3,-11
COc1cccc(NC(=O)N[C@H]2CC[C@H](CC(=O)N3CCN(C)CC3)O[C@@H]2CO)c1,-0.2,2
COc1ccccc1C#Cc1ccc2c(c1)O[C@H](CN(C)C(C)=O)[C@@H](C)CN([C@H](C)CO)S2(=O)=O,-0.1,-22
CCOC(=O)c1c(NC(=O)C2C3C=CC(C3)C2(C)C(=O)O)sc2c1CCCC2 (stereo unspecified),-0.1,11
CNC[C@H]1Oc2ccc(NC(=O)Nc3ccc(F)cc3)cc2C(=O)N([C@H](C)CO)C[C@@H]1C,2.1,·
COc1ccccc1NC(=O)CSC1CC(=O)N(c2ccc(F)cc2)C1=O (stereo unspecified),0.1,-6
O=C(N/N=C/C=C/c1ccccc1)c1ccccc1O,-0.5,-8
C[C@H]1CN([C@@H](C)CO)C(=O)CCCn2cc(nn2)CO[C@@H]1CN(C)C(=O)Nc1ccc2c(c1)OCO2,0.8,-4
C[C@H](CO)N1C[C@H](C)[C@H](CN(C)S(=O)(=O)c2ccccc2F)OCc2ccccc2-c2c(n(C)c3ccccc23)C1=O,2.6,-26
CN1C(=O)N[C@@H]2c3ccccc3O[C@@]1(C)[C@@H]2COC(=O)c1ccccc1,·,6
COc1cc([N+](=O)[O-])ccc1NC(=S)NCc1ccco1,0.3,-19
CNC[C@H]1Oc2ccc(NC(=O)C3CCCCC3)cc2C(=O)N([C@@H](C)CO)C[C@@H]1C,·,9
COc1ccc(NC(=O)Nc2ccc3c(c2)C(=O)N([C@@H](C)CO)C[C@@H](C)[C@H](CN(C)Cc2ccc(C(F)(F)F)cc2)OCCCC[C@@H](C)O3)cc1,0.1,·
CC(C)NC(=O)Nc1ccc2c(c1)C(=O)N([C@@H](C)CO)C[C@H](C)[C@@H](CN(C)Cc1ccccc1)OCCCC[C@H](C)O2,2.2,1
C[C@@H]1CN([C@@H](C)CO)C(=O)c2ccccc2-c2ccccc2CO[C@@H]1CN(C)Cc1cccc(F)c1,-1.1,17
Cc1ccnc(NS(=O)(=O)c2cc([N+](=O)[O-])ccc2C)c1,-0.5,·
C[C@H]1CN([C@@H](C)CO)C(=O)c2cccc(NC(=O)Nc3ccc(F)cc3)c2O[C@@H]1CN(C)C(=O)Nc1ccccc1,2.4,·
C[C@@H]1CCCCO[C@H](CN(C)S(=O)(=O)c2cn(C)cn2)[C@H](C)CN([C@@H](C)CO)C(=O)c2cc(NS(=O)(=O)c3ccc(Cl)cc3)ccc2O1,0.3,·
O=S(=O)(c1ccc(Cl)cc1)N1CCN(C(=S)NCc2ccco2)CC1,3.8,16
C[C@H](CO)N1C[C@H](C)[C@@H](CN(C)C(=O)C2CCC2)Oc2cc(Br)ccc2S1(=O)=O,·,20
CC(C)C(NCCC(O)c1ccc(Br)cc1)C(=O)O (stereo unspecified),0.1,·
COc1ccc(-c2cnc3c(c2)C(=O)N([C@@H](C)CO)C[C@H](C)[C@@H](CN(C)C(=O)Cc2ccncc2)O3)cc1,41*,-2
C[C@H]1CN([C@@H](C)CO)C(=O)Cc2cc(NS(=O)(=O)c3ccc(Cl)cc3)ccc2O[C@H]1CN(C)C(=O)Nc1cccc2ccccc12,-0.1,·
CO[C@H](CN(C)C(=O)C1CCOCC1)[C@@H](C)CN(C(=O)Nc1ccc(F)cc1)[C@@H](C)CO,0.3,0
CN(CC(=O)Nc1cc(Cl)ccc1O)S(=O)(=O)c1ccc(Cl)cc1,0.2,10
CCCN(C)C[C@H]1OCc2cn(nn2)CCCC(=O)N([C@@H](C)CO)C[C@H]1C,1.9,·
C[C@H]1CN([C@@H](C)CO)C(=O)Cc2cc(NS(C)(=O)=O)ccc2O[C@@H]1CN(C)C(=O)Nc1ccccc1,1.4,·
Cc1noc(C)c1S(=O)(=O)Nc1ccc2c(c1)C(=O)N([C@H](C)CO)C[C@H](C)[C@@H](CN(C)Cc1ccc(C(=O)Nc3ccccc3N)cc1)O2,2.1,7
Cc1noc(C)c1NC(=O)Nc1ccc2c(c1)C(=O)N([C@H](C)CO)C[C@H](C)[C@H](CN(C)S(=O)(=O)c1c(C)noc1C)OCCCC[C@H](C)O2,3.4,·
C[C@@H]1CN([C@@H](C)CO)C(=O)c2cccc(NC(=O)CCCCCC(=O)Nc3ccccc3N)c2O[C@@H]1CN(C)CC1CCCCC1,·,-5
COc1ccc(CN(C)C[C@H]2OCCCC[C@@H](C)Oc3ccc(NC(=O)Nc4ccc(OC)cc4)cc3C(=O)N([C@@H](C)CO)C[C@@H]2C)cc1,-1.5,·
O=C(C[C@@H]1CC[C@H](NS(=O)(=O)c2ccccc2)[C@H](CO)O1)NCc1ccncn1,0.0,-1
C[C@@H]1CN([C@H](C)CO)S(=O)(=O)c2ccc(-c3ccc(F)cc3)cc2O[C@@H]1CN(C)CC1CC1,-0.2,·
COCC#Cc1cnc2c(c1)C(=O)N([C@@H](C)CO)C[C@H](C)[C@@H](CN(C)C(=O)C1CCOCC1)O2,0.4,·
O=C(Nc1sc2c(c1C(=O)NCc1ccco1)CCCC2)c1ccccc1[N+](=O)[O-],0.3,5
C[C@H]1CN([C@@H](C)CO)C(=O)c2cc(/C=C/c3ccccc3)cnc2O[C@H]1CN(C)S(C)(=O)=O,-0.4,-9
O=C(Nc1ccc(Cl)cc1)N[C@@H]1CC[C@@H](CCn2cc(C3(O)CCCC3)nn2)O[C@@H]1CO,-0.1,5
C[C@@H]1CN([C@@H](C)CO)C(=O)Cc2cc(N(C)C)ccc2O[C@@H]1CN(C)C(=O)Nc1ccccc1,0.2,-4
COc1ccc(CN(C)C[C@@H]2Oc3ccc(NC(=O)Cc4cn(C)c5ccccc45)cc3CC(=O)N([C@H](C)CO)C[C@@H]2C)cc1,-16,-27
Cc1cccc(OCC(=O)Nc2cccc(-c3nnc(-c4ccccc4)o3)c2)c1,0.4,21
COc1ccc(CN(C)C[C@@H]2OCCCC[C@H](C)Oc3ccc(NC(=O)NC(C)C)cc3C(=O)N([C@H](C)CO)C[C@@H]2C)cc1,2.8,0
CNC[C@H]1OCCCC[C@@H](C)Oc2ccc(NC(=O)CCC(F)(F)F)cc2C(=O)N([C@@H](C)CO)C[C@@H]1C,6.5,-2
Cc1noc(C)c1S(=O)(=O)Nc1ccc2c(c1)C(=O)N([C@@H](C)CO)C[C@@H](C)[C@@H](CN(C)S(=O)(=O)c1cccs1)OCCCC[C@@H](C)O2,-1.6,·
C[C@@H]1CCCCO[C@@H](CN(C)C(=O)C2CCCCC2)[C@H](C)CN([C@@H](C)CO)C(=O)c2cc(NC(=O)CCCN(C)C)ccc2O1,-13,·
COCC#Cc1cnc2c(c1)C(=O)N([C@H](C)CO)C[C@@H](C)[C@H](CN(C)Cc1ccccc1F)O2,-0.7,12
